# Casp6 inh = inhibitors of human caspase-6; inhibition, % at 12.5 µM; P55212; purified caspase-6, Z-VEID-R110 cleavage fluorescence; 350,000 tested, 0.53% active; AID 686996;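 active = mean inhibition across replicates at least about 35%, with every replicate also reaching that limit, limit read from the data; inconclusive = only one of the two criteria met; inactive = neither criterion met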;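 note: 0% = median of neutral control wells and 100% = no fluorescence left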
# Target sequence (P55212 24-179 limits assumed): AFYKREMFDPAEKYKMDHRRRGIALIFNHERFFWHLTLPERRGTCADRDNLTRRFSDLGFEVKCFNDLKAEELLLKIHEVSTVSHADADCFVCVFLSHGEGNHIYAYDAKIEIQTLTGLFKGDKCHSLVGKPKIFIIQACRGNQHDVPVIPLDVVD
# Target sequence (P55212 194-293 limits assumed): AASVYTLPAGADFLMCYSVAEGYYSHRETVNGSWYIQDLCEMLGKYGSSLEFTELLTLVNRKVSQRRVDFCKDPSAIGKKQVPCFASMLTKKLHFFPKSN
# esBAF inh = inhibitors of esBAF chromatin remodeling in mouse ES cells; Bmi1-luciferase knock-in reporter, 24 h; 100% = twice the neutral-well signal; reporter increase, % at 12.5 µM; 350,000 tested, 2% active; in the data active = activation above about 40%; inconclusive = no clear call, values can overlap the other calls;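 note: 0% = median of the plate's neutral control wells and 100% = double that signal; a rise in the Bmi1 reporter signal indicates esBAF inhibition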
# S100A4 MyoIIA = inhibitors of human S100A4 binding to myosin IIA peptide; S100A4/TAMRA-MyoIIA peptide fluorescence polarization; inhibition, % at 10.7 µM; 360,000 tested, 0.14% active; AID 652163;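 active = mean inhibition of at least 70% across replicates, with every replicate also reaching that level; inconclusive = mean inhibition reaches 70% but some replicates fall short; inactive = mean inhibition below 70%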
# Target sequence (P26447 whole entry, looked up): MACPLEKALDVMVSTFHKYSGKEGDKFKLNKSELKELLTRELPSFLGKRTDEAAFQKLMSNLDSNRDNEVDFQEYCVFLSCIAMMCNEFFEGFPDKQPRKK
#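 incubation = readout 5 min after mixing, signal stable up to 60 min | system = S100A4 monomer protein | buffer or medium = HEPES pH 7.2 with CaCl2, KCl, NaCl, DTT, Triton | benchmarks = neutral control DMSO, positive control TFP | also added = fluorescent myosin IIA peptide, 5 nM | compound dosing = one concentration per compound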
# LGR2 inh = inhibitors of bursicon-induced Drosophila LGR2 receptor cAMP signaling. inhibition, % at 9.99 µM. 380,000 tested, 0.35% active. HEK293 LGR2, CRE-luciferase, bursicon-stimulated, 4 h;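 active = drop in luminescence signal, shown as inhibition above about 50% in the replicate tests, limit read from the data, passing the limit was not always enough; inconclusive = probably only some replicates passing the limit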;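 note: agonist challenge used bursicon conditioned medium at about half maximal strength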
# FN deposition inh = fibronectin deposition inhibition. AH1F fibroblasts, Alexa488-fibronectin deposition fluorescence, overnight. inhibition, % at 12.6 µM. 350,000 tested, 0.086% active;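 active = mean inhibition across replicates of 30% or more, regardless of how many single replicates reach that level; inconclusive = mean under 30% yet at least half of replicates reach 30%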;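 note: positive control wells lacked labelled fibronectin entirely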
#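 Assay system: AH1F fibroblasts assembling fluorescent fibronectin matrix; Amount: 10000 AH1F cells per well; Buffer or medium: DMEM, 2% serum; Probe or stimulus: Alexa488-fibronectin, 24 nM final in well; Doses: single compound dose, delivered by pin transfer; Incubation: 1 h adhesion, overnight exposure; Measured by: fluorescence 485/525 nm; Read-out: fibronectin deposition inhibition.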
# Statin myotox sup = suppression of simvastatin myotoxicity; C2C12 myotubes + simvastatin, ATP luminescence, 48 h; scaled: DMSO 0, geranylgeraniol control 100; rescue of ATP level, % at 7.49 µM; 330,000 tested, 0.78% active; AID 602340;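 active = mean ATP rescue above about 67%, or every replicate alone reaching that limit, limit read from the data, passing the limit was not always enough; inconclusive = no clear call, values can overlap the other calls; inactive = mean under the limit and some replicate under it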;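 note: myotubes were challenged with 10 µM simvastatin during compound exposure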
# SIRT5 inh = inhibitors of human sirtuin-5 desuccinylase. Purified SirT5, succinyl-peptide AMC, trypsin-coupled fluorescence. inhibition, % at 15 µM. 330,000 tested, 1.1% active. AID 652115; in the data active = inhibition above about 15%; inconclusive = no clear call, values can overlap the other calls
# Target sequence (Q9NXA8 whole entry, looked up): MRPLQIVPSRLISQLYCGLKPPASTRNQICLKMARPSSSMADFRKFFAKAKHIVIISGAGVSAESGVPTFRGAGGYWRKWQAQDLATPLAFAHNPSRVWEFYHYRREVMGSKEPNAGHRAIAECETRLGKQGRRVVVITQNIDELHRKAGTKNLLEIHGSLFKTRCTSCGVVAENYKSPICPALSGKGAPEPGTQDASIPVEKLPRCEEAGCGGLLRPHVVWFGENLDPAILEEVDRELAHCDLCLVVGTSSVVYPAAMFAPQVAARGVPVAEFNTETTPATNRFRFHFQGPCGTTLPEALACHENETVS
# The depositor's hits bear a star; ? = inconclusive; nt = not tested or not shown; & = joins results of further samples. These rows are one share of the data. The share of hits here may be higher or lower than overall.
SMILES,Casp6 inh,esBAF inh,S100A4 MyoIIA,LGR2 inh,FN deposition inh,Statin myotox sup,SIRT5 inh
O=C(CC(C(=O)c1ccccc1)c1ccccc1)c1ccccc1 (configuration not stated),0,5,6,-25,4,3,-1
O=C(Oc1ccccc1C(=O)Oc1ccccc1)c1ccco1,4,-3,-4,-22,nt,38,2
Cc1ccc2[nH]cc(CCNC(=O)c3cccnc3)c2c1,-6,-2,1,7,nt,5,0
COc1ccc(-c2[nH]c(-c3ccccc3)nc2SCC(=O)NC2CCCC2)cc1,-1,11,-11,7,-3,-22,-4
COc1cccc(-c2cnc3c(c2)C(=O)N([C@H](C)CO)C[C@H](C)[C@H](CN(C)S(=O)(=O)c2cn(C)cn2)O3)c1,-1,-2,-20,-11,nt,-2,-8
CCOc1ccc(-c2ncncc2-c2ccc(OC)c(OC)c2)c(O)c1,5,-5,-3,0,2,0,-5
CCn1cc(S(=O)(=O)Nc2ccccc2C(F)(F)F)cn1,1,-2,-11,10,3,3,-3
CCN(C(=O)CSc1n[nH]c(N)n1)c1cccc2ccccc12,1,0,0,2,5,13,0
C[C@H](CO)N1C[C@H](C)[C@H](CN(C)Cc2ccc(C(=O)O)cc2)OCCCC[C@H](C)Oc2ccc(NC(=O)Cc3ccccc3)cc2C1=O,3,2,-19,2,nt,nt,-1
Cc1cc2cc(CNC(=O)c3ccc(S(=O)(=O)N4CCCC4)cc3)ccc2n1C,-1,-7,121*,5,-12,5,-8
CC(C)(Cc1ccccc1)/[N+]([O-])=C\c1ccc(C(F)(F)F)cc1,-2,-7,-1,-8,2,-14,-4
O=C(c1ccco1)N1CCN(C(=O)c2cc(=O)[nH]c3ccccc23)CC1,4,-4,-7,7,nt,-2,-1
CN(CC(=O)Nc1ccccc1C(F)(F)F)C(=O)CSCc1ccc(Cl)c(Cl)c1,5,-1,1,-2,1,2,-1
O=C(C[C@@H]1C[C@@H]2c3cc(NS(=O)(=O)c4ccc(F)cc4)ccc3O[C@@H]2[C@H](CO)O1)NC1CCCC1,-2,-2,4,13,6,4,-2
COc1ccc(S(=O)(=O)Nc2ccc3c(c2)CC(=O)N([C@H](C)CO)C[C@H](C)[C@@H](CN(C)Cc2ccc(C(=O)Nc4ccccc4N)cc2)O3)cc1,-4,-14,-4,4,1,-37,1
O=C(O)C(NC(=O)c1ccccc1)=C(Cl)Cl,nt,7,nt,nt,-5,-3,nt
OC(COCCC12CC3CC(CC(C3)C1)C2)CN1CCCC1 (configuration not stated),-2,nt,2,4,-15,nt,-4
CC(C)NC(=O)N(C)C[C@H]1Oc2c(NC(=O)Nc3ccc4c(c3)OCO4)cccc2C(=O)N([C@H](C)CO)C[C@@H]1C,3&-4,5,2&-2,-14&-4,0,-5,-14&-5
C[C@@H]1CN([C@@H](C)CO)C(=O)c2cc(NS(=O)(=O)c3cccs3)ccc2O[C@@H](C)CCCCO[C@H]1CN(C)CC1CCCCC1,-1,3,6,-22,nt,nt,-1
CCOc1ccc(CCNC(=O)COC(=O)c2ccc(C)c(S(=O)(=O)N3CCOCC3)c2)cc1OCC,-1,-4,-2,-9,-2,0,3
CCOC(=O)[C@]12CCCC=C1N(Cc1ccc3c(c1)OCO3)C(=O)[C@H](CC(=O)N1CCSCC1)C2,0,nt,-3,12,20,nt,1
CC/C(=N\NC(=O)CSCc1ccccc1Br)c1ccc2c(c1)OCCO2,nt,-1,nt,nt,-2,8,nt
CC(C)CCC(=O)Nc1cc(S(=O)(=O)N2CCOCC2)ccc1N1CCCC1,-2,0,-14,3,nt,-7,nt
Cc1ccc(-c2nn3c(C)nnc3s2)cc1NC(=O)c1cccnc1,nt,2,nt,nt,3,11,nt
C[C@H](CO)N1C[C@H](C)[C@@H](CN(C)C(=O)Nc2ccc(C(F)(F)F)cc2)Oc2ccc(NC(=O)Cc3cn(C)c4ccccc34)cc2C1=O,-1,-2,-7,nt,18,nt,1
CCc1nnc(SCC(=O)N2CCc3ccccc32)n1CC,0,nt,-8,2,4,nt,-2
CO[C@H]1CN(C)C(=O)c2cc(NC(C)=O)ccc2OC[C@H](C)N(C(=O)c2ccccc2F)C[C@H]1C,nt,-4,1,3,-14,-6,6
CC(C)N=C(NS(=O)(=O)c1ccccc1)C(Cl)(Cl)Cl,1,nt,4,62*,-2,nt,nt
CCNC(=O)[C@H]1[C@H](CO)[C@H]2Cn3c(ccc(-c4ccccc4OC)c3=O)[C@H]2N1S(C)(=O)=O,3,-4,26,-3,nt,-2,-13
C#CCNC(=O)C[C@@H]1C[C@@]2(C(=O)OC)CCCCC=C2N(CCC2=CCCCC2)C1=O,1,nt,-3,-1,21,nt,4
CCCN(CCC)Cc1cc(=O)oc2cc(C)ccc12,0,-4,-1,-9,7,2,-2
CCCCCCCCCCC(=O)Nc1cccnc1,2,nt,0,1,-2,nt,-2
CN(C)C(=O)c1ccc(-c2ccc(C3[C@H]4CNC[C@@H]3N4S(=O)(=O)c3ccc(Cl)cc3)cc2)cc1 (some centres not stated),1,nt,33,-2,-6,nt,-1
CC(C)(C)OC(=O)N1CCC2(CC1)Oc1ccc(F)cc1C(=O)C21CC(c2cccnc2)=NO1 (configuration not stated),nt,1,nt,15,-4,-10,nt
CCCC#Cc1cnc2c(c1)C(=O)N([C@H](C)CO)C[C@@H](C)[C@@H](CN(C)C(=O)Cc1ccccc1)O2,-1,-2,11,-4,nt,-19,-4
COc1cccc(-n2c(SCC(=O)Nc3sc4c(c3C(N)=O)CCC4)nc3ccccc3c2=O)c1,nt,9,nt,nt,16,7,nt
COc1ccc(S(=O)(=O)Nc2cccc3c2O[C@@H](CN(C)C(=O)Nc2ccc4c(c2)OCO4)[C@@H](C)CN([C@@H](C)CO)C3=O)cc1,-2,3,-31,1,-1,nt,-6
O=C(NC1CCCCC1)c1cc(F)cc2c1OCOC2,0,nt,-8,-9,5,nt,-1
COc1ccc(C#Cc2cnc3c(c2)C(=O)N([C@H](C)CO)C[C@H](C)[C@H](CN(C)Cc2cccc(C(F)(F)F)c2)O3)cc1OC,1,0,5,-5,3,152*,1
Cc1c(NCc2ccncc2)cccc1C(=O)O,-3,-1,-2,5,18,-7,2
COCc1ccc(C(=O)N2CCCC(N(C)CCc3ccc(OC)c(OC)c3)C2)s1 (configuration not stated),-2,-6,-6,-14,3,-4,3
O=C1c2cccc3c(N4CCCCC4)ccc(c23)C(=O)N1c1ccccc1O,-1,nt,11,-17,5,nt,-4
CCOC(=O)C1CCN(C(=O)c2ccc(N(C)S(=O)(=O)c3ccc(OC)cc3)cc2)CC1,2,10,6,-2,-4,-2,-1
CCCCN(C(=O)c1cc(S(=O)(=O)N2CCCCC2)ccc1Cl)c1c(N)n(CC(C)C)c(=O)[nH]c1=O,2,8,4,-24,-1,-1,-3
O=C1CN2CCC1C/C2=C\c1ccnc2c(Cl)cccc12 (configuration not stated),0,6,2,-25,-7,7,2
Cc1csc(NC(=O)C2CCCCC2C(=O)O)n1 (configuration not stated),nt,2,nt,nt,1,3,nt
C#CCOCCOCCOCCNc1nc(N2CCN(C(=O)[C@H](CCCCN)n3cc(CN)nn3)CC2)nc(N2CCN(C(=O)[C@H](CCC(=O)O)n3cc([C@@H](N)CCCCN)nn3)CC2)n1,-354,-6,-2,6,2,6,nt
O=C(/C=C/c1ccc2c(c1)OCO2)NCc1cn2cc(Cl)ccc2n1,0,-10,2,-23,2,7,1
CCCS(=O)(=O)N1CCN=C1SCc1cccc(C)c1,nt,-10,nt,0,-3,8,nt
COC(=O)c1c(-c2ccc(SC)cc2)sc2ccccc12,1,70*,-2,-75,0,7,-1
CCC(=O)N(CCc1ccccc1)Cc1cc2cc3c(cc2[nH]c1=O)OCO3,nt,0,nt,33,-4,9,nt
C/C(=N/O)c1ccc(N2C(=O)C3C4C=CC(C3C2=O)C2C3C(=O)N(c5ccc(/C(C)=N/O)cc5)C(=O)C3C42)cc1 (configuration not stated),5,nt,3,nt,12,nt,-1
Fc1ccc(NC(=S)N2CCc3ccccc3C2)c(F)c1,-7,nt,-14,-37,4,nt,-8
CCNC(=O)C(Sc1ccccc1)c1ccccc1 (configuration not stated),nt,-1,nt,nt,-5,3,nt
CCCCCC1CC(CC(C)C(=O)Nc2nncs2)C(=O)O1 (configuration not stated),0,nt,-3,2,0,nt,0
COc1ccc(C(C)(C)C)cc1NC(=O)c1cccc(S(=O)(=O)N2CCN(C(C)=O)CC2)c1,nt,0,-4,29,-3,0,-5
C[C@H](CO)N1C[C@H](C)[C@@H](CN(C)Cc2ccc(-c3ccccc3)cc2)Oc2ccc(NC(=O)CCC(F)(F)F)cc2C1=O,-2,-3,-12,-6,9,13,0
Cc1cc(F)ccc1NC(=O)c1cccnc1,-1,-5,-1,-18,nt,-1,-3
CCS(=O)(=O)Nc1cc(OC)c(OC)cc1Cc1nccc2cc(OC)c(OC)cc12,0,1,-2,-5,-1,29,0
CCNC(=O)c1ccc(-n2nc(C)cc2-c2ccccc2)cc1,nt,-1,nt,nt,6,-4,nt
# More results:
SMILES,Casp6 inh,esBAF inh,S100A4 MyoIIA,LGR2 inh,FN deposition inh,Statin myotox sup,SIRT5 inh
O=C(Nc1ccc(S(=O)(=O)NC2=NCCCCC2)cc1)c1cccc(S(=O)(=O)N2CCOCC2)c1,1,-2,5,2,-7,11,7
CN(C)C(=O)c1cccc(-c2ccc([C@H]3[C@@H](CO)N4C(=O)CN(C(=O)C5CC5)C[C@@H]34)cc2)c1,-1,nt,-31,14,-2,nt,-6
O=C(O)C(CCc1ccccc1)N1CCOCC1 (configuration not stated),-3,-9,1,-16,-1,-2,nt
CC(=O)N(CC(=O)O)c1ccccc1,0,nt,-4,5,3,nt,-6
COc1ccc(S(=O)(=O)N[C@H]2C=C[C@H](CC(=O)NCCc3ccccc3)O[C@@H]2CO)cc1,3,3,-8,4,nt,-7,-3
Cc1ccc(C)c(OCCC(=O)OCc2csc(CC(=O)Nc3ccccc3C)n2)c1,2,1,5,-22,-2,-6,-4
CCc1ccc2oc(C(=O)Nc3nonc3CC)c(C)c2c1,-3,?,1,-69,3,-15,-6
COc1ccc(NC(=O)NC2CCCCC2C)cc1 (configuration not stated),1,nt,3,-3,-14,nt,-1
Cc1cc(NC(=O)CSc2nnc(-c3ccccc3C)n2C)no1,1,1,0,9,-27,5,2
CO[C@@H]1CN(C)C(=O)c2cc(NC(=O)C3CC3)ccc2OC[C@@H](C)N(C(=O)c2ccccc2)C[C@H]1C,3,-2,5,2,2,-2,-1
CC12C(=O)N(c3ccc(C(=O)N4CCOCC4)cc3)C(=O)C1C1c3ccccc3C2c2ccccc21 (configuration not stated),5,nt,0,5,20,nt,0
COc1ccc(S(=O)(=O)CC(=O)c2cc(C)c(O)c(C)c2)cc1,1,nt,0,8,-1,nt,-2
CCCn1c(SCC(=O)Nc2cccc(F)c2)nc(O)cc1=O,0,1,0,-16,-2,7,-3
CCCn1c2ccc(F)cc2c2nnc(SCCN3CCOCC3)nc21,-3,-7,-6,-30,-5,-41,-3
CCOCCCn1c(SCC(=O)Nc2ccccc2OC)nc2ccccc2c1=O,2,-5,2,8,-11,-8,-1
COc1ccc(S(=O)(=O)N(C)C[C@H]2OCCCC[C@@H](C)Oc3ccc(NC(=O)Nc4c(C)noc4C)cc3C(=O)N([C@H](C)CO)C[C@@H]2C)cc1,1,-2,9,-19,-1,21,-6
